HIV fusion peptide = cell-free HIV fusion peptide-binding blockers – biochemical, uHTS, fluorescence dequenching, primary screen (AID 1986) | cell-free peptide binding, fluorescence dequenching, 30 min; higher % means a stronger effect | inhibition, % at 20 µM; hits with a dose series show IC50 in µM | 290,000 compounds, 0.3% hits; in the data active = inhibition mostly above about 52%, no sharp cut-off; inactive = mostly below about 76%; also: some results filed as inactive read as strong as hits
GPR55 beta-arrestin = selective activators of receptor GPR55 – imaging, U2OS cells, beta-arrestin-GFP redistribution, primary screen (AID 1961). U2OS GPR55 beta-arrestin-GFP redistribution imaging; higher % means a stronger effect. activation, % at 10 µM; hits with a dose series show EC50 in µM. 290,000 compounds, 0.048% hits;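 active = activation above 40% with more than 50 cells counted in the well; inconclusive = wells holding fewer than 50 cells, flagged as toxic or sparse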;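 also: U2OS osteosarcoma cells stably expressing GPR55 and beta-arrestin-GFP; plate controls were DMSO negative control for no effect and LPI positive control for full effect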
GPR35 antagonists = GPR35 antagonists blocking zaprinast-driven arrestin recruitment, primary screen, imaging, U2OS, beta-arrestin-GFP, zaprinast agonist (AID 2058). U2OS GPR35 beta-arrestin-GFP translocation imaging, zaprinast antagonism; higher % means a stronger effect. one-dose inhibition, % at 10 µM; IC50 in µM for titrated hits. 290,000 compounds, 0.052% hits;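 active = inhibition of at least 50% with at least 30 cells and total cytoplasm GFP at most 10,000,000; inconclusive = under 30 cells or total GFP of 10,000,000 plus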
Dengue-2 NS5 capping = Dengue-2 NS5 methyltransferase inhibitors, primary screen, biochemical, confirmation dose response (AID 588689) | one-dose inhibition, % at 25 µM; IC50 in µM for titrated hits | Dengue-2 NS5 methyltransferase capping enzyme assay, biochemical; higher % means a stronger effect | 340,000 compounds, 0.3% hits; in the data active = a potency from the dose series; inconclusive = inhibition above about 29% without an active follow-up result
KOR beta-arrestin-1 = kappa opioid receptor activators – cell-based, luminescence, uHTS, primary screen (AID 1777). KOR beta-arrestin recruitment, luminescence; higher % means a stronger effect. activation, % at 10 µM; hits with a dose series show EC50 in µM. 280,000 compounds, 0.02% hits; in the data active = activation above about 50%, passing the limit was not always enough; also: a part of the inactive calls stands beside numbers as strong as those of hits
West Nile antiviral = West Nile virus antiviral activity, cell-based, CPE readout (AID 1621). West Nile virus-infected cells, CPE inhibition; higher % means a stronger effect. one-dose CPE inhibition, % at 10 µM; IC50 in µM for titrated hits. 290,000 compounds, 0.02% hits; in the data active = a potency from the dose series; inconclusive = CPE inhibition mostly from about 3.7% at the one dose, without a potency; inactive = the rest, 99 in 100 with CPE inhibition below about 2.2%; also: strong numbers were not always called active
KOR beta-arrestin-2 = kappa opioid receptor blockers – cell-based, luminescence, uHTS (AID 1778) | 290,000 compounds, 0.091% hits | one-dose inhibition, % at 10 µM; IC50 in µM for titrated hits | KOR beta-arrestin recruitment, luminescence, antagonist mode; higher % means a stronger effect; in the data active = inhibition above about 50%; also: strong numbers were not always called active
NOD1 NF-kB reporter = inhibition of NOD1-driven NF-kB reporter – cell-based, luminescence, uHTS, primary screen (AID 1578). inhibition, % at 4 µM; hits with a dose series show EC50 in µM. 290,000 compounds, 1% hits. NOD1-driven NF-kB luciferase reporter cells, luminescence; higher % means a stronger effect; in the data active = inhibition mostly above about 36%, no sharp cut-off; inactive = mostly below about 34%;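 also: HEK-293T reporter cells stimulated with the NOD1 agonist gamma-tri-DAP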
GPR55 LPI antagonism = GPR55 antagonists blocking LPI-driven arrestin recruitment, primary screen, imaging, U2OS, beta-arrestin-GFP, LPI agonist (AID 2013) | U2OS GPR55 beta-arrestin-GFP translocation imaging, LPI antagonism; higher % means a stronger effect | inhibition, % at 10 µM; hits with a dose series show IC50 in µM | 290,000 compounds, 0.13% hits;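 active = spots per cell inhibited over 60%, with over 100 cells counted and total cytoplasm intensity under 500,000; inconclusive = wells with under 100 cells, flagged as likely toxic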;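 also: U2OS cells stably carrying GPR55 and arrestin-GFP stimulated by 5 µM LPI near EC80; imaged beta-arrestin-GFP aggregate spots per cell after agonist stimulation; plate controls were LPI-stimulated DMSO wells for no effect and DMSO wells without LPI for full effect; some results filed as inactive read as strong as hits; confirmed hits need IC50 under 10 µM and bright autofluorescent wells are also inconclusive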
Dengue-2 NS5 capping pilot replicate = also measured in Dengue-2 NS5 capping; calls as there; inhibition, %; measured here: pilot screen replicate inhibition
* hit, by the source's call; ? = inconclusive; · = no result given; [ ] = dose if it differs, or a comment. Not all compounds are listed; rates above refer to the full screens.

SMILES	HIV fusion peptide	GPR55 beta-arrestin	GPR35 antagonists	Dengue-2 NS5 capping	KOR beta-arrestin-1	West Nile antiviral	KOR beta-arrestin-2	NOD1 NF-kB reporter	GPR55 LPI antagonism	others
CSc1cccc(NC(=O)N2CCCC(CNS(=O)(=O)Cc3ccccc3)C2)c1 (stereo unspecified)	1.0%	0.1%	-3.3%	-6.2%	0.0%	-0.2%	-6.5%	-19.0%	4.4%
CC(C)Cc1nnc(NC(=O)Nc2ccccc2)s1	1.4%	-0.2%	3.5%	-5.2%	·	-0.9%	-63.3%[20 µM]	-72.7%	-17.6%
CCN(CC)CCOCCOc1cc(C)c(Cl)c(C)c1	-1.4%	0.0%	11.7%	-0.7%	-3.4%	-0.1%	13.8%	3.1%	14.3%
C/C(=N\NC(=O)c1ccc(O)cc1)c1ccc(NC(=O)Cc2ccccc2)cc1	-0.7%	-0.1%	-1.5%	1.3%	-2.0%	0.1%	21.3%	-7.3%	-2.4%
O=c1[nH]c2ccccc2nc1/C=C/c1ccc(O)cc1	6.3%	0.4%	-1.8%	·	·	0.0%	0.8%[20 µM]	-13.1%	-2.1%
O=C1c2ccccc2C(=O)N1Cc1cc(Cl)c(O)c([N+](=O)[O-])c1	-1.1%	-0.3%	-8.3%	27.1%	-0.3%	0.8%	-17.5%	-1.8%	-5.3%
Cc1ccc(CNC(=O)c2nn(C)c3c2CS(=O)(=O)c2ccccc2-3)cc1	1.2%	-0.2%	-11.9%	-7.8%	-3.0%	0.4%	-20.6%	-15.8%	5.4%
CCCCCOc1ccc(C(=O)CCN2CCOCC2)cc1	2.3%	2.1%	-2.6%	-5.2%	-4.3%	-0.5%	8.7%[20 µM]	-31.2%	-32.5%	Dengue-2 NS5 capping pilot replicate=1.2
C#CCOC(=O)C(NC(=O)c1ccccc1)=C1CCCCC1	-2.2%	-0.1%	-0.1%	-7.0%	-2.4%	0.1%	3.4%	-5.7%	1.1%
CCC(C)NC(=O)COC(=O)c1ccccc1OCC(=O)Nc1ccc(Br)cc1 (stereo unspecified)	-0.6%	-0.4%	-20.9%	-2.2%	0.5%	-0.3%	-6.7%	-16.0%	0.0%
CCOC(=O)CSc1nnc(CNc2ccccc2Cl)n1-c1ccccc1	-1.4%	-0.3%	1.4%	-8.6%	-3.3%	0.7%	34.9%	1.2%	-3.7%
C=CCn1c(C)cc(C(=O)COC(=O)c2ccc(N)c([N+](=O)[O-])c2)c1C	0.9%	0.6%	-8.0%	1.3%	-4.1%	-0.6%	24.1%	-40.8%	2.1%
O=C(O)c1cc(-c2ccc(/C=C3/SC(=S)N(Cc4ccccc4)C3=O)o2)ccc1Cl	58.1%*	-0.2%	41.0%	?	3.0%	1.2%	-55.9%	32.0%	61.2%*
CCOc1cc(-c2nn3cnnc3s2)cc(OCC)c1OCC	3.0%	1.1%	12.9%	-2.4%	-2.5%	-0.6%	-6.9%	-11.3%	6.1%
CC(C)(O)CC[C@H](OC(=O)c1ccccc1)[C@](C)(O)[C@H]1CC[C@@]2(O)C3=CC(=O)[C@@H]4C[C@@H](O)[C@H](O)C[C@]4(C)C3CC[C@]12C (stereo partly specified)	0.7%	-0.1%	-3.0%	-4.6%	1.8%	-0.3%	-4.9%	-10.3%	-4.3%
CCCS(=O)(=O)c1nc(S(=O)(=O)c2ccc(C)cc2)c(NCCCN2CCOCC2)s1	0.0%	0.2%	-5.4%	-2.2%	-2.3%	-0.3%	11.4%	-3.4%	1.8%
OCC1(CCOc2ccccc2)CCN(Cc2cc(Cl)ccc2O)CC1	-1.1%	-0.2%	-18.5%	-5.9%	-1.9%	0.0%	-31.8%[20 µM]	19.5%	-2.9%	Dengue-2 NS5 capping pilot replicate=-2.1
CCOc1ccc(NC(=NCc2ccc3c(c2)OCO3)SC2CC(=O)N(c3ccc(OCC)cc3)C2=O)cc1 (stereo unspecified)	0.9%	0.7%	-2.5%	0.8%	-6.0%	10.5%	13.4%	-24.4%	-3.3%
CC(C)Cc1n[nH]c(=O)c2c1nnn2Cc1ccccc1F	-1.9%	-0.2%	-8.6%	-1.9%	3.3%	-0.2%	0.0%	16.2%	8.3%
Cc1ccc(-c2nnc(Nc3ccccc3)o2)cc1	-0.3%	0.0%	5.5%	-3.5%	-2.1%	-0.8%	11.4%	31.7%	-11.0%
CCOC(=O)N1CCN(C(=O)Cn2ncn3nc(-c4cccs4)cc3c2=O)CC1	1.3%	-0.1%	-7.7%	8.9%	2.0%	0.7%	14.1%	-11.8%	4.8%
Cc1cc(C(=O)CSc2nc(N)cc(=O)[nH]2)c(C)n1CCc1ccc(F)cc1	1.5%	-0.1%	-5.3%	2.2%	2.5%	0.9%	-35.8%	11.4%	2.2%
Fc1ccc(-c2nn3c(C4COc5ccccc5O4)nnc3s2)cc1 (stereo unspecified)	30.9%	0.0%	6.9%	-9.5%	3.6%	·	17.2%	-63.8%	11.9%
Cc1cc(NC(=O)/C=C/c2ccccc2Cl)n(-c2nc3ccccc3[nH]2)n1	-2.0%	-0.3%	-10.6%	-7.0%	1.5%	-0.2%	-8.3%	51.0%	26.0%
Clc1cccc(NCc2nnc(SCc3ccc(Cl)cc3Cl)o2)c1	-2.6%	-0.2%	4.3%	0.0%	8.3%	0.0%	-0.4%	-19.9%	16.1%
Cc1ccccc1-n1c(C)nnc1SCC(=O)NC1CCCc2ccccc21 (stereo unspecified)	3.6%	-0.2%	11.8%	2.9%	11.4%	0.2%	7.5%	-23.1%	-1.3%
CCOC(=O)CSc1nc2sc3c(c2c(=O)n1-c1ccc(OCC)cc1)CCN(C)C3	0.4%	-0.3%	16.3%	-18.6%	0.2%	-0.8%	0.6%	-8.0%	9.8%
O=C(CN1C(=O)c2ccccc2S1(=O)=O)NCCSc1ccccc1	2.9%	-0.2%	4.8%	0.0%	-2.7%	0.2%	22.5%	-2.9%	-0.4%
COc1ccc(OCC(O)CN2CCNCC2)cc1 (stereo unspecified)	2.7%	-0.1%	1.2%	2.6%	-5.5%	1.3%	-36.6%[20 µM]	-20.6%	11.4%	Dengue-2 NS5 capping pilot replicate=1.5
CC(C)(C)C(=O)N1CCN(c2nc3ccccc3s2)CC1	0.6%	0.5%	2.2%	-1.8%	-0.8%	-0.4%	-8.6%	-53.2%	14.7%
CC(=O)c1c(C)[nH]c(C(=O)OCC(=O)Nc2ccc([N+](=O)[O-])cc2Cl)c1C	-0.5%	-0.2%	-8.5%	-8.1%	-1.8%	-0.4%	9.6%	-9.0%	12.3%
Cc1cc2c(c(SCC(N)=O)n1)C(=O)OC2	1.0%	0.6%	-2.9%	-1.5%	-1.6%	0.1%	-13.7%	-43.1%	-2.6%
CCC1=NN2C(=N)/C(=C\c3ccc(OCc4cc(=O)n5nc(CC)sc5n4)c(OC)c3)C(=O)N=C2S1	29.0%	-0.5%	-1.2%	61.9µM*	-1.2%	1.8%	-8.9%	-42.1%	2.7%
COC(=O)COc1cccc(NC(=O)c2ccc(C)cc2)c1	-1.3%	-0.1%	0.1%	-3.2%	0.5%	0.1%	-9.2%	4.3%	4.4%
COc1cc(/C=N/O)cc(Br)c1OS(=O)(=O)c1ccc(C)cc1	-4.9%	0.0%	6.2%	-1.6%	5.0%	0.6%	-24.3%	78.0%*	-3.1%
CN1C(=S)SC2CS(=O)(=O)CC21C (stereo unspecified)	1.2%	-0.1%	3.9%	0.8%	-3.9%	0.1%	0.9%	-3.2%	0.9%
Cc1ccccc1C(=O)NCC(=O)NNC(=O)CCN1CCN(c2ccccc2)CC1	0.7%	-0.1%	-11.7%	1.3%	1.3%	0.2%	5.4%	-11.5%	6.4%
Cc1ccc(C(OCC(O)CNCc2ccc(F)cc2)c2ccccc2)cc1 (stereo unspecified)	0.4%	-0.1%	0.8%	-11.6%	3.0%	2.9%	-22.4%	-2.0%	37.8%
NC(CO)C12CC3CC(CC(C3)C1)C2 (stereo unspecified)	-2.4%	-0.1%	-8.6%	-1.5%	·	0.1%	0.1%	3.2%	2.0%
COc1ccc(-c2nn(-c3ccccc3)cc2C(=O)n2nnc3ccccc32)cc1	0.9%	-0.2%	2.9%	-2.4%	-7.1%	-0.2%	-14.6%	37.4%	4.4%

Retrieved by structure from the list above (6):
SMILES	HIV fusion peptide	GPR55 beta-arrestin	GPR35 antagonists	Dengue-2 NS5 capping	KOR beta-arrestin-1	West Nile antiviral	KOR beta-arrestin-2	NOD1 NF-kB reporter	GPR55 LPI antagonism	others
Cc1ccccc1C(=O)NCC(=O)NNC(=O)CCN1CCN(c2ccccc2)CC1	0.7%	-0.1%	-11.7%	1.3%	1.3%	0.2%	5.4%	-11.5%	6.4%
Fc1ccc(-c2nn3c(C4COc5ccccc5O4)nnc3s2)cc1 (stereo unspecified)	30.9%	0.0%	6.9%	-9.5%	3.6%	·	17.2%	-63.8%	11.9%
COc1cc(/C=N/O)cc(Br)c1OS(=O)(=O)c1ccc(C)cc1	-4.9%	0.0%	6.2%	-1.6%	5.0%	0.6%	-24.3%	78.0%*	-3.1%
Clc1cccc(NCc2nnc(SCc3ccc(Cl)cc3Cl)o2)c1	-2.6%	-0.2%	4.3%	0.0%	8.3%	0.0%	-0.4%	-19.9%	16.1%
CN1C(=S)SC2CS(=O)(=O)CC21C (stereo unspecified)	1.2%	-0.1%	3.9%	0.8%	-3.9%	0.1%	0.9%	-3.2%	0.9%
CC(C)(C)C(=O)N1CCN(c2nc3ccccc3s2)CC1	0.6%	0.5%	2.2%	-1.8%	-0.8%	-0.4%	-8.6%	-53.2%	14.7%

The list goes on.
SMILES	HIV fusion peptide	GPR55 beta-arrestin	GPR35 antagonists	Dengue-2 NS5 capping	KOR beta-arrestin-1	West Nile antiviral	KOR beta-arrestin-2	NOD1 NF-kB reporter	GPR55 LPI antagonism	others
COc1cccc(CN2CCNC(=O)C2CC(=O)NCCc2nc(C)c(C)s2)c1OC (stereo unspecified)	-0.2%	0.2%	10.2%	0.0%	·	0.0%	-37.3%[20 µM]	-33.9%	2.0%
COc1cccc(/C=N/NC(=O)CCc2c(C)n[nH]c2C)c1O	-2.3%	0.0%	-14.7%	-7.0%	1.5%	0.5%	8.9%	8.1%	-13.8%
CCN(CC)c1ccc(N=Nc2nn(C)c(C)c2[N+](=O)[O-])cc1	-4.1%	1.6%	1.6%	0.0%	10.2%	0.0%	43.7%	-8.2%	7.8%
COc1ccc(CNC(=S)Nc2ccc3nc(N4CCOCC4)cc(C)c3c2)cc1	-2.2%	-0.3%	-1.4%	-9.8%	-3.4%	-0.2%	9.5%	11.2%	4.0%

High-throughput results as filed in PubChem BioAssay.
